AMPAR-TARP mod – modulates AMPAR-stargazin complexes | 40,000 tested, 3.5% active | HEK293 GluA2+stargazin, membrane potential dye (FDSS), glutamate EC50; hits were called plate by plate, in both directions | O88602+P19491 | calls only at 30 µM;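 active = any of four per-well response measures lying three or more SD from its plate-wide compound average, in either direction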
Target sequence (O88602 whole entry, looked up): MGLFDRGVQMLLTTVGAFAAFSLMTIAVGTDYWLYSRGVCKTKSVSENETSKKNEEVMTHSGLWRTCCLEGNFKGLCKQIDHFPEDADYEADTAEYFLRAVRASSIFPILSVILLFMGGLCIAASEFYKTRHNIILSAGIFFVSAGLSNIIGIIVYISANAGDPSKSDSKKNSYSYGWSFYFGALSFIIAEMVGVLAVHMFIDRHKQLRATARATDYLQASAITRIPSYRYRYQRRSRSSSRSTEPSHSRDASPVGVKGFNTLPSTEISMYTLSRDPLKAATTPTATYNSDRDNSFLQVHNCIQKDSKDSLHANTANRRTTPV
Target sequence (P19491 whole entry, looked up): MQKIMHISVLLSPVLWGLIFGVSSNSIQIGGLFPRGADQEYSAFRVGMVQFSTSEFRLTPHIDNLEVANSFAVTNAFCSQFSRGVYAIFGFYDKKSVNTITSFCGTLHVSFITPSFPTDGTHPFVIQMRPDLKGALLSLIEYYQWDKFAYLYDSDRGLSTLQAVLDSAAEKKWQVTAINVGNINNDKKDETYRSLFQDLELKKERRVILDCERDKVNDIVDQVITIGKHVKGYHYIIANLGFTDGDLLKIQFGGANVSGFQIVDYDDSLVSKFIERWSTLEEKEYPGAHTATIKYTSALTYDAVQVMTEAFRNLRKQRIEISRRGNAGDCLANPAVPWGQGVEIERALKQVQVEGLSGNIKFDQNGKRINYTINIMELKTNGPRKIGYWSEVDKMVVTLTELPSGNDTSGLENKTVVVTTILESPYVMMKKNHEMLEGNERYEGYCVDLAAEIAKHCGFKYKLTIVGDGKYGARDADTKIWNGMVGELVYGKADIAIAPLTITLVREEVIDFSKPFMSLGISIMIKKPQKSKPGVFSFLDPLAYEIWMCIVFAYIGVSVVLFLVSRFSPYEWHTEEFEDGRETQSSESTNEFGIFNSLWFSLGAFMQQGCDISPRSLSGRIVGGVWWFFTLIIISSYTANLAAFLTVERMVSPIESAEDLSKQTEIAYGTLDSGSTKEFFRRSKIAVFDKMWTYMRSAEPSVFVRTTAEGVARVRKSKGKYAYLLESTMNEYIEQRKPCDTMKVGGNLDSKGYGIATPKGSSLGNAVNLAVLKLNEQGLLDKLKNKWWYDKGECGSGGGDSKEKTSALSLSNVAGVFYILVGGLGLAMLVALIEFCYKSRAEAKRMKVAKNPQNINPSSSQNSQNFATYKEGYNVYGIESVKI
AMPAR-TARP mod agonism max-min – second read-out of AMPAR-TARP mod, no call of its own (marks repeat the call); compound max-min signal; compound-alone response (agonism);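 unitless range of fluorescence divided by baseline over first 100 seconds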
AMPAR-TARP mod glutamate slope – recorded beside AMPAR-TARP mod, whose call it bears; glutamate slope, % of max; measured here: glutamate response slope, % max;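 scaled per plate between vehicle wells and maximal 1 mM glutamate control wells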
* marks the source's active call; other numbers are inactive results; i = inactive; + = active, no number. Not all compounds are listed. The share of hits here may be higher or lower than overall.

The line under a structure holds: AMPAR-TARP mod, AMPAR-TARP mod agonism max-min, AMPAR-TARP mod glutamate slope
Cc1ccc(N2CCN(C(=O)Nc3cccc(Cl)c3C)CC2)nn1
  i, 0.077, 47
COc1ccc(N2C(=O)CC(Sc3ccccc3C(=O)O)C2=O)cc1Cl (stereo not given)
  i, 0.066, 51
NC(=O)CSc1nc(-c2ccccc2)c(NC(=O)CC2CCCC2)s1
  +, 0.15*, 52*
Cc1ccc(-n2nnc3c(N4CCN(C(=O)COc5ccccc5C)CC4)ncnc32)cc1
  i, 0.024, 58
COc1cc(NC(=O)Nc2nc(-c3cc4ccccc4o3)cs2)cc(OC)c1OC
  i, 0.1, 52
Cn1nccc1-c1nnc(NC(=O)c2ccc(S(=O)(=O)N3CCCc4ccccc43)cc2)o1
  i, 0.13, 48
COc1ccc(NC(=O)/C(C#N)=C/N2CCN(Cc3ccc4c(c3)OCO4)CC2)cc1
  i, 0.15, 75
CC(=O)c1ccc(NC(=O)C2CN(c3nc4c(C(F)(F)F)cccc4s3)C2)cc1
  i, 0.11, 61
CC(=O)Nc1cccc(NC(=O)C(=O)NCC(c2ccco2)N(C)C)c1 (stereo not given)
  i, 0.096, 89
OC1CCN(C(=S)Nc2ccc(F)cc2)CC1
  i, 0.038, 44
COc1ccccc1Oc1ccc(S(=O)(=O)Nc2ccc3c(c2)OCCO3)cc1
  i, 0.1, 76
COc1cc(NS(=O)(=O)c2c[nH]c(=O)[nH]c2=O)cc(OC)c1
  i, 0.029, 41
COc1ccc(NC(=O)C(=O)NCC(c2cccn2C)N2CCCCCC2)cc1Cl (stereo not given)
  i, 0.057, 63
O=C(Nc1cccc(N2CCCC2=O)c1)c1ccc([N+](=O)[O-])cc1Cl
  i, 0.13, 46
O=C(Nc1ccc(N2CCCCS2(=O)=O)cc1)Oc1ccccc1
  i, 0.085, 77

Compound profiles, as listed above. Order of screens: AMPAR-TARP mod, AMPAR-TARP mod agonism max-min, AMPAR-TARP mod glutamate slope
Entry for `COc1ccc(NC(=O)C(=O)NCC(c2cccn2C)N2CCCCCC2)cc1Cl` (stereo not given) : i, 0.057, 63
Entry for `COc1ccccc1Oc1ccc(S(=O)(=O)Nc2ccc3c(c2)OCCO3)cc1` : i, 0.1, 76
Entry for `O=C(Nc1ccc(N2CCCCS2(=O)=O)cc1)Oc1ccccc1` : i, 0.085, 77
Entry for `COc1cc(NC(=O)Nc2nc(-c3cc4ccccc4o3)cs2)cc(OC)c1OC` : i, 0.1, 52
Entry for `OC1CCN(C(=S)Nc2ccc(F)cc2)CC1` : i, 0.038, 44

More results follow.
The line under a structure holds: AMPAR-TARP mod, AMPAR-TARP mod agonism max-min, AMPAR-TARP mod glutamate slope
O=C(CSc1nnc(-c2ccncc2)o1)Nc1ccc(C(F)(F)F)cc1
  i, 0.044, 45
O=C(CSc1nc(-c2ccc(F)cc2)cc(C(F)(F)F)n1)N1CCCC1
  i, 0.055, 47
CC(CCc1ccccc1)NC(=O)C1CCN(c2cc(Oc3ccccc3)ncn2)CC1 (stereo not given)
  i, 0.1, 52
COc1ccccc1-c1nc(COC(=O)c2nnn(-c3ccc(F)cc3)c2C)c(C)o1
  i, 0.051, 78
Cc1nc(-n2nc(-c3ccco3)cc2NC(=O)c2ccc(C(F)(F)F)cc2)[nH]c(=O)c1C
  i, 0.12, 60
COc1ccc(NC(=O)CCCn2nc(-c3ccc(Cl)cc3)ccc2=O)c(OC)c1
  i, 0.073, 65
COc1ccc2nc(-c3ccc(NS(=O)(=O)c4ccc(C)cc4)cc3)cn2n1
  i, 0.085, 54
Cc1cc(S(=O)(=O)N2CCCOC2CNC(=O)C(=O)NCCCN2CCOCC2)ccc1F (stereo not given)
  i, 0.065, 58
CC(C)(Oc1ccc(Cl)cc1)C(=O)NCC1CCN(C(=O)c2ccccc2F)CC1
  i, 0.043, 36
O=C(NCC(c1ccsc1)N1CCc2ccccc2C1)C1CC1 (stereo not given)
  +, 0.055*, 50*
Nc1ncnc(N)c1[N+](=O)[O-]
  i, 0.11, 69
COc1ccc(-c2c(C#N)c(SCC(N)=O)nc3c2C(=O)CC(C)(C)C3)cc1
  i, 0.11, 57
COc1ccc(OC)c(Nc2nc(CC(=O)Nc3nc4ccccc4s3)cs2)c1
  i, 0.17, 74
Cc1cc(NC(=O)c2ccc(Br)o2)ccc1N1CCCCC1=O
  i, 0.076, 54
O=C(Nc1c(F)cccc1F)N1CCC(Cn2c(COc3ccccc3)nc3ccccc32)CC1
  i, 0.081, 55
Cc1ccc(S(=O)(=O)c2c(C)nn(-c3ccccc3)c2OC(=O)CC(C)C)cc1
  i, 0.096, 89
Cc1ccc(C(C)C)c(OCCCn2c(=O)oc3ccccc32)c1
  i, 0.042, 79
COc1cccc(NC(=O)NCCOc2ccc3nnc(-c4ccccc4)n3n2)c1
  i, 0.081, 50
O=C(CSc1ncc(S(=O)(=O)c2ccc(Br)cc2)c(=O)[nH]1)Nc1ccccc1F
  +, 0.14*, 2.9*
O=C(NCCS(=O)(=O)N1CCN(c2ccccn2)CC1)c1cc2ccccc2o1
  i, 0.078, 63
CS(=O)(=O)N1CCCC(C(=O)Nc2nc(-c3ccc(Cl)cc3Cl)cs2)C1 (stereo not given)
  i, 0.087, 53
O=C(Cn1cnc(-c2cccs2)cc1=O)NCc1ccccc1OC(F)(F)F
  i, 0.11, 65
Cc1cc(C(=O)N2CCN(c3nc4ccc(S(C)(=O)=O)cc4s3)CC2)on1
  i, 0.077, 42
Cc1cc(-c2nnc(SCC(=O)Nc3ccc(Cl)cc3)o2)c(C)o1
  i, 0.14, 58
O=C(Nc1cc(-c2ccco2)nn1CCO)C1COc2ccccc2O1 (stereo not given)
  i, 0.14, 63
O=C(Cc1csc(NC(=O)c2ccc3c(c2)OCO3)n1)NCc1nc(-c2ccccc2)no1
  i, 0.09, 72
CCc1nc2sc(C(c3cccc(F)c3)N3CC(C)OC(C)C3)c(O)n2n1 (stereo not given)
  i, 0.078, 59
CCc1ccc(S(=O)(=O)NCC2CCN(CCOC)CC2)cc1
  i, 0.044, 63
Cc1cccc(N2CCN(C(=O)c3snc(C(=O)N4CCCC4)c3N)CC2)c1C
  i, 0.071, 72
Cc1ccc(-c2ccc(=O)n(CC(=O)N3CCCc4ccccc43)n2)cc1C
  i, 0.061, 50
CCOc1ccc(C(=O)N2CCN(c3ncnc4c3nnn4-c3ccc(C)cc3)CC2)cc1OCC
  i, 0.029, 60
CC(=O)N1CCN(S(=O)(=O)c2ccc(C(=O)NC3CC3)cc2)CC1
  i, 0.11, 67
CSc1cccc(NC(=O)C(=O)N2CCN(Cc3ccc4c(c3)OCO4)CC2)c1
  i, 0.087, 55
COc1cc(C(=O)Nc2nnc(-c3ccccc3SC)o2)cc(OC)c1OC
  i, 0.11, 47
Cn1c(=O)c2c(SCC(=O)c3ccccc3)ccnc2n(C)c1=O
  i, 0.083, 49
COc1cc2c(cc1OC)CN(C(=O)c1ccc(N3CCCC3)nn1)CC2
  i, 0.084, 67
CCC(O)c1nc2ccccc2n1CCOc1ccccc1 (stereo not given)
  +, 0.055*, 42*
CN(Cc1ccco1)S(=O)(=O)c1ccc(C(=O)Nc2cccc([N+](=O)[O-])c2)cc1
  i, 0.095, 57
COc1ccc(-c2cc(CC(=O)NCCCN(C)C)no2)cc1OC
  i, 0.066, 44
COc1ccc(C(=O)Nc2ccc(S(=O)(=O)Nc3ccc(S(N)(=O)=O)cc3)cc2)cc1
  i, 0.041, 27
O=C(Nc1ccc(F)cc1)N1CCN(c2ccc(Nc3cccnc3)nn2)CC1
  i, 0.25, 40
COc1ccc(-c2nnc(NC(=O)Cc3ccc(F)cc3)o2)cc1OC
  i, 0.09, 39
COc1ccc(S(=O)(=O)CC(=O)N(CCN(C)C)c2nc3c(C)ccc(Cl)c3s2)cc1
  i, 0.026, 29
CCOc1cc(Cl)c(S(=O)(=O)NCc2ccccn2)cc1Cl
  i, 0.099, 54
CCOc1ccc(CC(=O)Nc2cc(-n3c(C)nc4ccccc4c3=O)ccc2F)cc1
  i, 0.09, 63
CCOc1ccc(NC(=O)CSC2CCCCC2)cc1
  i, 0.1, 51
CNC(=O)C(=O)Nc1cccc(N2CCCC2=O)c1
  i, 0.057, 57
CCOc1cccc2sc(N(CCN(C)C)C(=O)c3ccn(C)n3)nc12
  i, 0.14, 48
N#Cc1ccccc1NC(=O)C(=O)NCC(O)Cc1ccccc1 (stereo not given)
  i, 0.13, 62
Cc1cccc(NS(=O)(=O)c2ccc(CN3C(=O)c4ccccc4C3=O)cc2)c1C
  i, 0.069, 50
CCOC(=O)C1CCCN(S(=O)(=O)CCNC(=O)c2ccc(OC)cc2)C1 (stereo not given)
  i, 0.096, 54
CCC(=O)N1CCc2ccc(NC(=O)NCc3cccc4ccccc34)cc2C1
  i, 0.073, 41
O=C(NCCC1=CCCCC1)C(=O)NCC1CCN(C(=O)Nc2ccc(F)cc2)CC1
  i, 0.07, 58
COc1ccc(NC(=O)CSC2=Nc3cccnc3Nc3ccccc32)cc1OC
  i, 0.066, 44
Cc1ccc(NC(=O)Cn2cnc3c(-c4ccccc4)csc3c2=O)cc1
  i, 0.093, 56
CSc1ncccc1C(=O)N1CCC(CNC(=O)c2cc(C)cs2)CC1
  i, 0.061, 49
Cc1cc(C)cc(N2CCCn3c2nc2c3c(=O)n(CC(=O)O)c(=O)n2C)c1
  i, 0.12, 70
COc1ccccc1S(=O)(=O)N1CCC(COCc2ccccc2)CC1
  i, 0.071, 67
COCCCNC(=O)C(=O)Nc1ccc2c(c1)OCO2
  i, 0.053, 48
O=c1[nH]cc(S(=O)(=O)Nc2ccc([N+](=O)[O-])cc2)c(=O)[nH]1
  i, 0.033, 59

(more compounds)
The line under a structure holds: AMPAR-TARP mod, AMPAR-TARP mod agonism max-min, AMPAR-TARP mod glutamate slope
CC(=O)N1CCc2ccc(NC(=O)C3(c4cccs4)CCCC3)cc2C1
  i, 0.06, 49
CCSc1nnc(NC(=O)c2nn(-c3ccc(F)cc3)cc2OC)s1
  i, 0.16, 60
CCOC(=O)N1CCc2c(sc(NC(=O)Cc3ccc(OC)cc3)c2C(N)=O)C1
  i, 0.11, 60
COc1ccc(C=O)cc1Cn1c(=O)n(CCCCC(=O)NC(C)C)c(=O)c2ccccc21
  i, 0.14, 59
COc1cccc(COc2coc(C(=O)Nc3ccc(F)cc3)cc2=O)c1
  i, 0.12, 50
COc1ccc(S(=O)(=O)CCC(=O)Nc2sccc2C#N)cc1
  i, 0.08, 72
Cc1cccc(CS(=O)(=O)NCC(c2cccn2C)N(C)C)c1 (stereo not given)
  i, 0.047, 52
O=C(Nc1c2c(nn1-c1ccccc1)CS(=O)(=O)C2)C(=O)N1CCCCC1
  i, 0.057, 54
CS(=O)(=O)N1CCN(c2ccc(Nc3ccccn3)nn2)CC1
  i, 0.33, 54
Cc1ccc(S(=O)(=O)CCCC(=O)N(Cc2ccccc2)Cc2ccccc2)cc1
  +, 0.078*, 68*
CSc1ncccc1C(=O)Nc1ccc2c(c1)N(C(=O)c1ccco1)CC2
  i, 0.15, 60
CCOc1ccc(/C=C/C(=O)Nc2ccc(N3CCOCC3)cc2)cc1OC
  i, 0.076, 60
Cc1ccccc1-c1ccc(SCC(=O)Nc2ccc([N+](=O)[O-])cc2)nn1
  i, 0.061, 59
CCOC(=O)c1cn(CC(=O)Nc2cccc(Br)c2)c2nc(C)ccc2c1=O
  i, 0.12, 55
COc1ccc(C(=O)Oc2c(S(=O)(=O)c3ccccc3)c(C)nn2C(C)(C)C)cc1
  i, 0.087, 83
NS(=O)(=O)c1ccc(NS(=O)(=O)c2ccc(NC(=O)c3ccccc3)cc2)cc1
  i, 0.082, 53
O=C(Cc1cc(-c2ccc3c(c2)OCCO3)on1)NCc1cc(-c2ccc(F)cc2)on1
  i, 0.05, 35
Cc1ccc(OCC(O)Cn2c(N3CCN(C)CC3)nc3c2c(=O)n(C)c(=O)n3C)cc1C (stereo not given)
  +, 0.14*, 38*
Cn1nc(CNC(=O)c2cc(C3CC3)on2)c2ccccc2c1=O
  i, 0.15, 55
Cc1ccc(NC(=O)CN2N=NC3C(=O)N(c4ccc(Cl)cc4)C(=O)C32)cc1C (stereo not given)
  i, 0.081, 52
CCOC(=O)c1ccc(Nc2nc(C)c([N+](=O)[O-])c(N3CCOCC3)n2)cc1
  i, 0.13, 61
Cc1ccc(NC(=O)Nc2c(C)nc3sccn3c2=O)cc1C
  i, 0.11, 66
CCOC(=O)c1csc(NC(=O)c2ccnn2CC)n1
  i, 0.16, 66
CC(C)Oc1ccc(C(=O)N2CCN(Cc3nc(-c4cccs4)cs3)CC2)cc1
  i, 0.13, 58
Cc1cc(C)n(CCCN2C(=O)c3cccc4cccc(c34)C2=O)n1
  i, 0.1, 55
O=C(NCCOc1ccc(-c2ccc(F)cc2)nn1)c1ccccc1F
  i, 0.081, 54
O=C(NCCS(=O)(=O)N1CCN(c2ncccn2)CC1)c1ccc2c(c1)OCO2
  i, 0.09, 57
O=C(Nc1cc(-c2ccco2)nn1-c1nc(-c2ccccc2)cc(=O)[nH]1)c1cc(C2CC2)on1
  i, 0.086, 58
O=C(Cc1ccccc1F)NCCOc1ccc2nnc(-c3cccc(F)c3)n2n1
  i, 0.08, 40
Cc1cc(C)c2sc(NC(=O)c3cccc4ccccc34)nc2n1
  i, 0.058, 46
O=C(Nc1cccc(Cl)c1Cl)c1ccno1
  i, 0.086, 39
O=C(CCC1CCCC1)NCC1CCN(c2ncccn2)CC1
  i, 0.052, 48

Quoted from the listing:
O=C(Cc1cc(-c2ccc3c(c2)OCCO3)on1)NCc1cc(-c2ccc(F)cc2)on1 in AMPAR-TARP mod agonism max-min is entered as 0.05
COc1cc2c(cc1OC)CN(C(=O)c1ccc(N3CCCC3)nn1)CC2 in AMPAR-TARP mod agonism max-min is entered as 0.084
OC1CCN(C(=S)Nc2ccc(F)cc2)CC1 in AMPAR-TARP mod glutamate slope is entered as 44
